AmpC inh detg: AmpC beta-lactamase inhibition with detergent present | Potency, µM (highest dose often 114 µM), for the others: at the highest dose activity change, negative = inhibition, actives largely listed as inhibitors | 0.041% of 370,000 active | AmpC hydrolysis of nitrocefin, absorbance 480 nm, 0.01% Triton;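 note: potency is the fitted concentration of half-maximal effect; 0% = no-compound wells and -100% = no-enzyme wells; nearly all actives have a fitted effect of over 25% in size; some results filed as inactive show a strong effect at the top dose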
Target sequence (P00811 whole entry, looked up): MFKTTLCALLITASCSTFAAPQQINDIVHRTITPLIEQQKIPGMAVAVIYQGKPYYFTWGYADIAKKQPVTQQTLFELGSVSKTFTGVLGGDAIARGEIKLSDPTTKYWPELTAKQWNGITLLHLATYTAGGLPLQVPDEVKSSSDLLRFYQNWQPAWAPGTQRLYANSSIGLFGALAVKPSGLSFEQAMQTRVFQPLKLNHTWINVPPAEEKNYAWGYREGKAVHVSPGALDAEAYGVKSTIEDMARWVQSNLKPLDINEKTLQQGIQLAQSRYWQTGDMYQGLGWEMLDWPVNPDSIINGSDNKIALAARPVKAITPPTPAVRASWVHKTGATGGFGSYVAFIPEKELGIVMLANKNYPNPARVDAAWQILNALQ
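20 mM phosphate pH 7.0 + 0.01% (detergent screen) or 0.0001% Triton X-100; 5.3 nM AmpC reagent; cpd preinc 15 min RT; nitrocefin (800 uM stock) to start; A480 q20 s × 4 min; Activity was normalised to no-enzyme and no-compound control wells.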
HCMV inh: inhibitors of human cytomegalovirus; HFF cells, HCMV-luciferase reporter, 72 h; stronger effect = lower value; activity change, negative = inhibition, % at 57.5 µM; 4.5% of 410,000 active; AID 1259415; in the data active = activity change below about -60%; inconclusive = no clear call, values can overlap the other calls; inactive = above about -39%
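After 16 h attachment at 37C, HFF cells received test compound and HCMV-luciferase (1 PFU/cell); reporter luminescence read 72 h later, data normalized against buffer-only and known inhibitor Salinomycin.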
Sm TGR inh: S. mansoni TGR enzyme inhibition. Q962Y6. purified TGR, DTNB reduction, TNB absorbance 405 nm. Potency, µM (highest dose often 114 µM), without a hit: at the highest dose activity change, negative = inhibition, usual class: inhibitors. 3% of 360,000 active; note: potency is the fitted concentration of half-maximal effect; nearly all actives have a fitted effect of over 60% in size
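TGR 20 nM + NADPH 100 uM (dispensed conc.), cpd preinc 15 min RT; start with NADPH (500 uM addition) then DTNB (15 mM addition). Kinetic TNB absorbance, 405 nm filter. Four-parameter Hill fit across titration.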
HCV inhibitor: blocks hepatitis C virus | Potency, µM (highest dose often 41.8 µM), inactives show top-dose activity change, negative = inhibition, actives largely listed as inhibitors | 3.4% of 340,000 active | AID 651820 | Huh7.5.1 HCVcc-Cre infection, luciferase reporter, 44 h; note: potency is the fitted concentration of half-maximal effect
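Infectious HCV cell culture screen: compound-treated cells (1,000/well, pre-plated 4 h) are infected with HCVcc-Cre at roughly 0.5 moi and grown 44 h. Infection is quantified by luciferase signal after 15 min substrate incubation at room temperature.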
Giardia FBPA inh: Giardia lamblia aldolase inhibition. A8B2U2. purified Giardia FBPA. Potency, µM (top dose mostly 59.6 µM), for inactives: top-dose activity, negative = inhibition, hits mostly inhibitors. 0.71% of 290,000 active. AID 2451; note: potency is the fitted concentration of half-maximal effect; nearly all actives have a fitted effect of over 55% in size
Target sequence (A8B2U2 whole entry, looked up): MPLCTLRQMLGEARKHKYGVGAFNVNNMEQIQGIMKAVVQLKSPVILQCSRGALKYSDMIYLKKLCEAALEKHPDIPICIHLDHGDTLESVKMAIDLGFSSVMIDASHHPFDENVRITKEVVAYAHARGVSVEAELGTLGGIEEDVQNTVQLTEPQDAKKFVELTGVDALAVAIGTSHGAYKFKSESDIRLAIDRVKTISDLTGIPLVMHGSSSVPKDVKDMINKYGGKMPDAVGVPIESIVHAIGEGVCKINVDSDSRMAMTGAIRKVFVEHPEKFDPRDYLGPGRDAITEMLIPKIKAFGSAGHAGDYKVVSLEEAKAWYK
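40 nM FBPA preincubated 10 min at RT with compound (up to 57.5 uM final), then substrate plus GAPDH/TPI/NAD/arsenate coupling and diaphorase/resazurin added. Fluorescence read after 20 min at RT, 525/598 nm.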
AMA1-RON2 inh: inhibitors of Plasmodium falciparum AMA1-RON2 interaction | Potency, µM (titrated, usually from 58.2 µM), for inactives: at the top dose activity change, negative = inhibition, hits mostly inhibitors | AlphaScreen AMA1-biotinylated RON2 peptide binding | AID 720542 | 0.2% of 360,000 active;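 note: potency is the fitted concentration of half-maximal effect; 0% = vehicle wells and -100% = peptide control; nearly all actives have a fitted effect of over 45% in size; some results filed as inactive show a strong effect at the top dose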
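AMA1 (3D7) with his tag at 25 nM final met compounds first, then biotinylated RON2 peptide at 25 nM; detection used donor plus acceptor beads, 10 µg/mL apiece, read by AlphaScreen after 30 min at room temperature.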
An asterisk follows results filed as active; ? = inconclusive; / = no result given; & = joins results of further samples; [ ] = another dose, or the depositor's remark. Unless noted, calls come from the whole dose curve; as a rule, active = well fitted curve in the direction sought with a large enough effect; inconclusive = small, poorly fitted or top-dose-only effect, or another doubt; inactive = no such curve, though single readings can be large; an effect the other way counts as inactive or inconclusive. Unless noted, % is set by controls: 0 for no effect and ±100 for the full control effect.

| canonical_smiles | AmpC inh detg | HCMV inh | Sm TGR inh | HCV inhibitor | Giardia FBPA inh | AMA1-RON2 inh |
| --- | --- | --- | --- | --- | --- | --- |
| CCOc1ccc(NC(=O)Cn2nnc(C(=O)NCCc3ccc(OC)c(OC)c3)c2N)cc1 | -9% | -13 | -2% | -23% | 2% | 0% |
| CCC(=O)C1=C(c2cccc([N+](=O)[O-])c2)N(C(=O)CC)n2c(nnc2-c2ccccc2)S1 | 7% | -35 | -2% | / | / | / |
| O=C(CSc1nccn1-c1ccc(Cl)cc1)N1CCCc2ccccc21 | 2% | ? | 15% | -15% | -1% | -3%[2.32 µM] |
| CCN(CC)c1ccc(NS(=O)(=O)c2ccc(-c3cnc(C4CC4)o3)cc2)c(C)c1 | 15% | -27 | -7% | / | / | / |
| O=C(NCc1ccc2c(c1)OCO2)c1ccc(N2CCCCCC2)c([N+](=O)[O-])c1 | ? | ? | 4% | ? | -5% | -30% |
| O=C(C[n+]1ccccc1)N/N=C/c1ccc(C(=O)O)cc1 | -12% | -21 | -7% | 19% | / | -5% |
| Cc1ccccc1C(=O)Nc1ccc(NC(=O)c2cccs2)cc1 | 2% | -10 | -3% | / | / | / |
| COc1cc(S(=O)(=O)NCc2ccccc2Cl)ccc1-n1cnnn1 | -2% | ? | 23% | -3% | -11% | -2% |
| CC1C(C(=O)Nc2ccccc2)CCCC1(C)C(=O)O (configuration not stated) | -1% | -27 | 0% | 6% | 0% | 0% |
| Cc1ccc2scc(N3CCN(c4cccc(C(F)(F)F)c4)CC3)c(=O)c2c1 | 1% | -8 | 0% | / | / | / |
| CC(NC(=O)CN(C)CC(=O)Nc1ccccc1Br)c1ccccc1 (configuration not stated) | -1% | 16 | -3% | -13% | / | 13% |
| Cc1nccn1CC(=O)c1ccc(O)c(O)c1 | -1% | 12 | -23% | 17% | / | 72%[activator] |
| Cc1ccc2nc(NCCC(=O)O)nc(-c3ccccc3)c2c1 | 1% | -20 | 5% | -10% | ? | 0% |
| Cc1cc(C(=O)NCc2ccco2)no1 | ? | 1 | 28% | 3% | 0% | -4% |
| CCC(=O)Nc1c(C)n[nH]c1C | -8% | -2 | 1% | 3% | 2% | -3% |
| CCOc1ccc(-n2c(=O)c3c4c(sc3n(CC(=O)NCCCOC)c2=O)CCCCC4)cc1 | 5%&-5% | -8&1 | 1%&-9% | -3% | 3% | 6% |
| O=C(O)c1cnc(-c2ccccc2)nc1Sc1ccc(Cl)cc1Cl | -7% | 0 | 12% | 1% | 9% | -6% |
| Cc1oc(-c2ccc3c(c2)OCCO3)cc1C(=O)O | -13% | -63* | ? | 14% | 4% | -1% |
| O=C(CCC(=O)c1cccs1)NC1CCCCCC1 | 4% | -27 | 7% | 7% | 5% | 0% |
| Cc1ccc(S(=O)(=O)N2CCN(c3ccccc3)CC2)c(C)c1 | ? | 35 | 11% | -29% | -3% | 2% |
| CCN(C(=O)CSc1nnc(Cn2nnc3ccccc32)o1)c1nc(-c2ccccc2)cs1 | ? | -28 | 0% | ? | 0% | -26% |
| Cc1ccc(C)c(Cn2c3ccccc3c3cnn(CC(=O)NC(C)CCc4ccccc4)c(=O)c32)c1 (configuration not stated) | 18% | -37 | -2% | / | / | / |
| CCOC(=O)NNC(=O)c1ccc(Cl)cc1 | 2% | 36 | 10% | 5% | 2% | -4% |
| Cc1ccc(S(=O)(=O)NCCc2nnc(SCc3cccnc3)n2C)cc1 | 4% | -6 | 2% | 2% | 5% | 1% |
| COc1ccc(Cl)cc1Nc1nc(C)nc2c1oc1ccccc12 | 2% | -13 | 4% | ? | -1% | -1% |

(next part)
| canonical_smiles | AmpC inh detg | HCMV inh | Sm TGR inh | HCV inhibitor | Giardia FBPA inh | AMA1-RON2 inh |
| --- | --- | --- | --- | --- | --- | --- |
| COc1cccc(CNC(=O)Cn2nc(-c3ccc(Cl)cc3)ccc2=O)c1 | 11%&1% | 20&36 | -3%&-23% | 1% | 4% | 0% |
| O=C(CSc1nnnn1-c1ccccc1)N1CCNC1=O | 1% | -15 | 1% | 13% | / | 11% |
| O=C(NCCCN1CCOCC1)c1c(-c2ccccc2)sc2ccccc12 | / | -24 | / | -17% | / | 0% |
| CC(C)(CC(=O)N1CCN(c2ccc(Cl)cc2)CC1)CC1=NS(=O)(=O)c2ccccc2N1 | 2% | ? | -26% | ? | -1% | -11% |
| COc1ccc(/C(O)=C2/C(=O)C(=O)N(CCN3CCOCC3)C2c2ccccn2)cc1 (configuration not stated) | -14% | 6 | 22µM* | 6% | ? | 0% |
| Cc1[nH][nH]c(=O)c1C(c1ccc(O)c(Br)c1)c1c(C)[nH][nH]c1=O | 1% | ? | -20% | -1% | -8% | -7% |
| CC(C)C1N(S(=O)(=O)c2ccccc2)CCN1S(=O)(=O)c1ccccc1 | -1% | -107* | -4% | 6% | -5% | 10% |
| O=C(C1COc2ccccc2O1)N1CCc2ccccc21 (configuration not stated) | -4% | -26 | -8% | 7% | -4% | -28% |
| O=C(NC(=S)NCc1cccnc1)c1ccccc1[N+](=O)[O-] | -6% | -19 | -17% | 2% | -8% | 9% |
| Cc1oc(-c2ccc(C(=O)Nc3cccc(C(F)(F)F)c3)cc2)nc1CSc1ccccc1 | 1% | -98* | 15% | / | / | / |
| Cc1cc(F)ccc1NS(=O)(=O)c1cccc2nsnc12 | 4% | -3 | 17% | 0% | -10% | 3% |
| Cc1cccc(N2CCN(C(=O)CCCn3c(=O)[nH]c4ccsc4c3=O)CC2C)c1 (configuration not stated) | ? | 11 | -13% | -21% | 0% | 1% |
| Cc1ccccc1CN1C2=NCCCN2c2ccccc21 | 4% | -29 | 16% | ? | -11% | -23% |
| CN(C)CCN(C)Cc1ccccc1Sc1cccc2ccccc12 | -1% | -75* | 21% | 11µM* | -14% | -29% |
| O=C(Nc1ccccc1-c1ccccc1)c1ccc(=O)[nH]n1 | -1% | ? | 63%[activator] | -17% | 8% | 4% |
| O=C(Oc1ccc(/C=N/NC(=O)c2ccccc2F)cc1)c1ccccc1 | -4% | 15 | 13% | 15% | -7% | -9% |
| Cc1cc(Br)ccc1NC(=O)CNC(=O)CSc1nccn1C | / | 14 | / | 2% | / | 1% |
| C[C@H]1CN([C@@H](C)CO)C(=O)Cc2cc(NS(C)(=O)=O)ccc2O[C@@H]1CN(C)Cc1ccc(Cl)c(Cl)c1 | / | -13 | / | ? | / | -4% |
| Cc1cccc2cc(CN(Cc3ccc(F)cc3)C(=O)N(C)C)c3nnnn3c12 | -18% | 32 | ? | -21% | 0% | 30% |
| Cc1ccc(C(=O)N(CC(=O)NC2CCCC2)c2ccccc2Cl)s1 | ? | -32 | 0% | -15% | 9% | 13% |
| O=C(OCC(=O)c1ccccc1Br)c1ccccn1 | ? | 70 | -25% | 13% | -10% | ? |
| Cc1cc(OCC(=O)N[C@@H](Cc2c[nH]c3ccccc23)C(=O)O)c2c(C)c(C)c(=O)oc2c1 | ? | -11 | -21% | 14% | -1% | 5% |
| Cc1ccc(S(=O)(=O)N(C)CC(=O)N2CCN(Cc3ccccc3)CC2)cc1 | -1% | -11 | -7% | / | / | -15% |
| CCC(C(=O)Nc1ccccc1OC)n1nc(C)c2sc3ccccc3c2c1=O (configuration not stated) | 19% | 3 | 21% | / | / | / |
| NS(=O)(=O)c1ccc(CCNCc2cc(Br)ccc2OCc2ccccc2)cc1 | -5% | -66* | -19% | 11µM* | 0% | -11% |

A portion from the list above:
| canonical_smiles | AmpC inh detg | HCMV inh | Sm TGR inh | HCV inhibitor | Giardia FBPA inh | AMA1-RON2 inh |
| --- | --- | --- | --- | --- | --- | --- |
| COc1cccc(CNC(=O)Cn2nc(-c3ccc(Cl)cc3)ccc2=O)c1 | 11%&1% | 20&36 | -3%&-23% | 1% | 4% | 0% |
| O=C(CSc1nnnn1-c1ccccc1)N1CCNC1=O | 1% | -15 | 1% | 13% | / | 11% |
| O=C(NCCCN1CCOCC1)c1c(-c2ccccc2)sc2ccccc12 | / | -24 | / | -17% | / | 0% |
| CC(C)(CC(=O)N1CCN(c2ccc(Cl)cc2)CC1)CC1=NS(=O)(=O)c2ccccc2N1 | 2% | ? | -26% | ? | -1% | -11% |
| COc1ccc(/C(O)=C2/C(=O)C(=O)N(CCN3CCOCC3)C2c2ccccn2)cc1 (configuration not stated) | -14% | 6 | 22µM* | 6% | ? | 0% |
| Cc1[nH][nH]c(=O)c1C(c1ccc(O)c(Br)c1)c1c(C)[nH][nH]c1=O | 1% | ? | -20% | -1% | -8% | -7% |
| CC(C)C1N(S(=O)(=O)c2ccccc2)CCN1S(=O)(=O)c1ccccc1 | -1% | -107* | -4% | 6% | -5% | 10% |

Next structures:
| canonical_smiles | AmpC inh detg | HCMV inh | Sm TGR inh | HCV inhibitor | Giardia FBPA inh | AMA1-RON2 inh |
| --- | --- | --- | --- | --- | --- | --- |
| COc1ccc(-c2noc(N3CCC(C(=O)Nc4ccc(OC)c(OC)c4)CC3)n2)cc1 | ? | 17&7 | 8%&12% | -25% | 1% | 1% |
| COc1cc2cc(NC(C)=O)cc(NCc3ccccc3)c2cc1OC | -9% | 28 | 35µM* | -17% | ? | -11% |
| N#Cc1ccc(N2Cc3ccccc3/C2=N/C(=O)Nc2ccc(Cl)cc2)cc1 | ? | 24 | -2% | -23% | 6% | -5% |
| CC1CN(C(=O)c2cc(S(=O)(=O)N(C)c3ccc(F)cc3)ccc2Cl)CC(C)O1 (configuration not stated) | 2% | -29 | 5% | 10µM* | / | 11% |

Some of the entries so far, with each value named:
O=C(NCc1ccc2c(c1)OCO2)c1ccc(N2CCCCCC2)c([N+](=O)[O-])c1
  AmpC inh detg: ?; HCMV inh: ?; Sm TGR inh: 4%; HCV inhibitor: ?; Giardia FBPA inh: -5%; AMA1-RON2 inh: -30%
O=C(C[n+]1ccccc1)N/N=C/c1ccc(C(=O)O)cc1
  AmpC inh detg: -12%; HCMV inh: -21; Sm TGR inh: -7%; HCV inhibitor: 19%; Giardia FBPA inh: /; AMA1-RON2 inh: -5%
Cc1ccccc1C(=O)Nc1ccc(NC(=O)c2cccs2)cc1
  AmpC inh detg: 2%; HCMV inh: -10; Sm TGR inh: -3%; HCV inhibitor: /; Giardia FBPA inh: /; AMA1-RON2 inh: /
COc1cc(S(=O)(=O)NCc2ccccc2Cl)ccc1-n1cnnn1
  AmpC inh detg: -2%; HCMV inh: ?; Sm TGR inh: 23%; HCV inhibitor: -3%; Giardia FBPA inh: -11%; AMA1-RON2 inh: -2%

Source: PubChem BioAssay
